# UBC13 polyUb – inhibitors of human UBC13 polyubiquitin chain formation. TR-FRET. inhibition, % at 20 µM. hit rate 0.47% among 330,000. AID 485273; in the data active = inhibition above about 45%, passing the limit was not always enough; inconclusive = no clear call, values can overlap the other calls
# APJ antag – blocks the human apelin receptor APJ; P35414; CHO-K1 APJ beta-arrestin complementation, luminescence; inhibition, % at 20 µM; hit rate 0.32% among 330,000; AID 2521;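 active = inhibition above about 40% at 20 µM, limit read from the data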;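 note: cells challenged with 10 nM apelin-13 agonist together with compound; plate controls were apelin-13 plus DMSO wells for no effect and DMSO wells lacking apelin-13 for full effect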
# Target sequence (P35414 whole entry, looked up): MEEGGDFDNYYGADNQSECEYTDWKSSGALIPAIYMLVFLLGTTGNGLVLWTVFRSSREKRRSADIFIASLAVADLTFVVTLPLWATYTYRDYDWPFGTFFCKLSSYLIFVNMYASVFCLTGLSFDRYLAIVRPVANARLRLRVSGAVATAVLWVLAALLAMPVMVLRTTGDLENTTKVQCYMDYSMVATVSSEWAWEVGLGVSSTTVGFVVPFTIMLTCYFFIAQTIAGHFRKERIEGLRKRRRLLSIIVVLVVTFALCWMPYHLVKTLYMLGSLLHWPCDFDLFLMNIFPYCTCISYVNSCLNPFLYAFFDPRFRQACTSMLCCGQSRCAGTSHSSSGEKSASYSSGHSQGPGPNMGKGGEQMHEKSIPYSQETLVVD
# Gli-Sufu block – Gli-Sufu pathway antagonism; AID 588413; inhibition, % at 5 µM; Sufu-KO-LIGHT fibroblasts, Gli luciferase reporter luminescence; hit rate 0.74% among 340,000;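 active = inhibition above about 55%, limit read from the data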;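 note: 0% = DMSO-treated cells and 100% = wells with medium but no cells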
# CXCR6 inh – CXCR6 (human) receptor inhibition; CHO-K1 PathHunter CXCR6 beta-arrestin, luminescence; inhibition, % at 20 µM; hit rate 0.36% among 360,000; in the data active = inhibition above about 34%, passing the limit was not always enough;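 note: antagonist mode with CXCL16 agonist at 10 nM final; 0% = 10 nM CXCL16 with DMSO and 100% = unstimulated wells without agonist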
# Target sequence (O00574 whole entry, looked up): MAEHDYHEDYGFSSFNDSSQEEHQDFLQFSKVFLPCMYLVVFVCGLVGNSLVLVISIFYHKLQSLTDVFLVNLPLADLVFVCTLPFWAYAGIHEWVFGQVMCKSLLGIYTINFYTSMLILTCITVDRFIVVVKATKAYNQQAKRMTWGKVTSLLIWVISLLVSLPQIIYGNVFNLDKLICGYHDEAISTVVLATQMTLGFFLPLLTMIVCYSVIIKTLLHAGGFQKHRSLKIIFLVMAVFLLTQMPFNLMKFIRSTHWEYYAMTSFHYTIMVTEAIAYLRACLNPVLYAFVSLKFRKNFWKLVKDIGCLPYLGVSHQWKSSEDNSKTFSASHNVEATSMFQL
# 697 NFkB inh – inhibitors of the PMA/ionomycin-induced NF-kB reporter in 697 B cells; hit rate 0.33% among 330,000; inhibition, % at 4 µM; 697 B-cell NF-kB luciferase reporter, 16 h; in the data active = inhibition above about 35%
# EBI2 antag – blocks human EBI2 receptor beta-arrestin signaling; EBI2 beta-arrestin recruitment, luminescence, 7a,25-OHC stimulated; inhibition, % at 5 µM; hit rate 0.81% among 360,000; AID 651636; in the data active = inhibition above about 38%;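 note: enzyme fragment complementation signal reports receptor beta-arrestin coupling in cells; 0% = agonist plus DMSO wells and 100% = wells without agonist; some results beyond the cut were filed as inactive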
# Target sequence (P32249 whole entry, looked up, the tested form may be a part): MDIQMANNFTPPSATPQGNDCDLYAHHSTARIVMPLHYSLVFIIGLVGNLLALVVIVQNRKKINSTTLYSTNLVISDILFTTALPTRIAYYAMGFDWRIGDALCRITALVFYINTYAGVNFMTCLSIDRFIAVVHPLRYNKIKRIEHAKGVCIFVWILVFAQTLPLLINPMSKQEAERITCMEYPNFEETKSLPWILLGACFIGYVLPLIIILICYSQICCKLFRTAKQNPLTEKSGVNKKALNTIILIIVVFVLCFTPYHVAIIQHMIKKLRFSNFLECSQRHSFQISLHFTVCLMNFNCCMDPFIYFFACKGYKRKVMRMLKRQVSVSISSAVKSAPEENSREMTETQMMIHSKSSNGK
# Jurkat NFkB inh – lowers PMA/ionomycin-induced NF-kB signal in Jurkat cells | PMA/ionomycin-induced NF-kB luciferase reporter, luminescence | inhibition, % at 4 µM | hit rate 0.53% among 330,000; in the data active = inhibition above about 50%
# CCR6 antag – blocks CCL20-driven beta-arrestin recruitment at human CCR6; hit rate 0.49% among 340,000; P51684; inhibition, % at 20 µM; CHO-K1 CCR6 PathHunter beta-arrestin, luminescence, CCL20-stimulated; AID 493098;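 active = compounds whose inhibition of the agonist-driven luminescence signal at 20 µM reaches about 50%, limit read from the data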;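 note: cells stimulated with CCL20 at 14 nM final; plate controls were DMSO with CCL20 for no effect and DMSO without agonist for full effect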
# * hit, by the source's call; u = inconclusive; x = not tested or not shown.
SMILES,UBC13 polyUb,APJ antag,Gli-Sufu block,CXCR6 inh,697 NFkB inh,EBI2 antag,Jurkat NFkB inh,CCR6 antag
CC1CCN(CCc2nc3cc(NS(=O)(=O)c4ccc(F)cc4)ccc3n2C)CC1,u,4,12,7,12,6,-5,21
CCOC(=O)c1ccc(NC(=O)CSc2nnnn2C2CCCCC2)cc1,0,-3,-1,0,16,-11,-8,3
O=C(Nc1c(C(=O)N2CCOCC2)cnn1-c1ccccc1)c1cccc(F)c1,-1,-25,-7,-8,14,0,14,14
CCc1ccc(NC(=O)C2CC=CCC2C(=O)O)cc1 (stereo unspecified),3,10,8,-9,13,1,-11,-5
C=CCOc1ccc(/C=C/C(=O)OCC(=O)NCCc2ccccc2)cc1,-2,2,-8,-2,-3,8,3,9
CCc1nnc(NC(=O)CN2CCN(Cc3cccc(Cl)c3)CC2)s1,-1,-3,0,0,-28,-5,-7,-13
COc1ccc(C(=O)Nc2ccc3oc(-c4cccc(Cl)c4)cc(=O)c3c2O)cc1,-16,7,-39,6,-16,38,-4,11
COC(=O)[C@H](CC(C)C)NC(=O)N1CCC(C)CC1,2,-15,-8,1,18,-7,-5,-3
CCSC1(SCC)N=C(N)C2(C#N)C(c3ccccc3)NC(C)=CC12C#N (stereo unspecified),2,20,-1,15,13,-22,-2,16
O=C(CCc1nc(-c2ccccc2F)no1)NC1CCCCC1,8,15,-1,-5,3,3,14,1
Cc1ccc(-c2cn3cccnc3n2)cc1NC(=O)c1cccs1,23,-4,-3,-13,21,-28,4,-13
O=C(Nc1ccc(Cl)cc1)N1CCSC1=NCc1ccccc1,4,5,-5,6,9,11,-3,-2
CC(C)(C)c1ccc(C(=O)NC(=S)N2CCOCC2)cc1,1,-2,-49,-10,-10,-2,-103,-6
CC(=O)C1=C(O)C(=O)N(c2ccc(Br)cc2)C1c1ccccc1[N+](=O)[O-] (stereo unspecified),-16,10,-10,2,-2,-2,-7,6
CC1CC(C)(C)n2c(O)c(N=NC(N)=S)c3cccc1c32 (stereo unspecified),92*,26,2,30,28,-6,-12,41
Cc1ccc(C(=O)NCC(c2ccco2)N2CCc3ccccc3C2)cc1C (stereo unspecified),1,17,8,8,13,-2,8,19
O=C1C2C3C=CC(CO)(O3)C2C(=O)N1c1ccccc1-c1ccccc1 (stereo unspecified),2,17,4,57*,-1,-12,16,102*
O=C(O)c1cccnc1SCc1ccccc1Cl,-2,-4,-4,-6,16,0,-3,0
CCCCCCOc1cccc(N)c1,-12,-13,-12,2,9,1,-20,4
Cc1cc(C(=O)CCC(=O)N(C)CC(=O)Nc2c(Cl)cccc2Cl)c(C)s1,4,-11,-6,-8,12,2,-11,8

# Next section (2 carried over from the part before).
SMILES,UBC13 polyUb,APJ antag,Gli-Sufu block,CXCR6 inh,697 NFkB inh,EBI2 antag,Jurkat NFkB inh,CCR6 antag
CCCCCCOc1cccc(N)c1,-12,-13,-12,2,9,1,-20,4
Cc1cc(C(=O)CCC(=O)N(C)CC(=O)Nc2c(Cl)cccc2Cl)c(C)s1,4,-11,-6,-8,12,2,-11,8
COc1cc(OC)c(/C=N/NC(=O)Cn2nc([N+](=O)[O-])cc2C)c(OC)c1,1,18,-3,2,10,6,8,7
CCOc1ccc(NS(=O)(=O)c2ccc(C(=O)NCCCN3CCCC3=O)cc2)cc1,-8,-24,14,5,10,3,9,-5
Cc1cccc(NS(=O)(=O)c2ccc(C)c(C(=O)NCc3cccnc3)c2)c1,9,5,-1,-1,-1,-3,5,8
CCC(=O)Nc1ccc(F)c(Cl)c1,3,13,-2,0,22,-2,8,23
COc1ccc(-c2noc(CCC(=O)N3CCN(c4cccc(F)c4)CC3)n2)cc1,x,x,-2,-3,-1,-7,x,7
O=C(CCCn1c(SCc2cc(=O)n3cc(Cl)ccc3n2)nc2ccccc2c1=O)NCC1CCCO1 (stereo unspecified),0,7,7,-6,17,-4,8,-2
CCOC(=O)C(NC(C)=O)(NS(=O)(=O)c1ccccc1)C(F)(F)F (stereo unspecified),4,17,-9,4,-16,-8,-1,-2
COC(=O)c1nn(-c2ccccc2)c(Sc2ccc(Cl)cc2)c1/C=N/O,7,-4,2,4,-26,22,-11,17
CCOc1ccccc1C(=O)Nc1ccc(S(=O)(=O)N2CCN(C)CC2)cc1,7,-2,0,-5,-8,-1,-5,0
C=CCOc1ccccc1CNc1ccccc1C,-3,13,-3,3,1,8,-2,6
Cc1ccc(-c2cnc(SCCNC(=O)c3ccco3)[nH]2)cc1,0,2,-1,-1,-12,-1,-4,9
Cc1oc2ccc(OC(C(=O)O)c3ccccc3)cc2c1C(=O)O (stereo unspecified),-2,-4,2,-6,8,-10,2,-11
N#Cc1nc(COc2cccc(Cl)c2)oc1NCCN1CCOCC1,10,15,6,7,-7,4,-12,21
CC1CCCCN1S(=O)(=O)CCNC(=O)c1ccccc1 (stereo unspecified),3,1,-10,-1,8,-7,20,1
C=CCONC(=O)c1cc(OCC(F)(F)F)ccc1OCC(F)(F)F,6,12,5,-1,10,-1,4,5
CC(Cc1ccccc1)C(=O)N[C@@H](CO)Cc1ccccc1 (stereo partly specified),9,-61,35,3,17,-4,7,12
O=C(COC(=O)c1ccc(Br)o1)NCc1ccc(F)cc1,-4,8,-1,3,-10,-10,-10,9
Cc1ccc([N+](=O)[O-])cc1N=C(c1ccc([N+](=O)[O-])cc1)N1CCOCC1,-6,0,-9,5,13,2,0,22
COc1cccc(NC(=S)Nc2ccc(Br)cc2Cl)c1,-3,-3,-11,4,-28,1,-24,1
O=Cc1ccccc1-c1cn(CCCOCc2ccccc2)nn1,-13,-75,-4,3,14,-9,7,-2
O=C(NN1C(=O)c2ccccc2NC1c1ccco1)c1ccccc1 (stereo unspecified),-3,0,-12,5,12,-4,-7,3
Cc1ccc(S(N)(=O)=O)cc1NC(=O)/C=C/c1cccs1,-11,3,3,-6,-14,3,-7,-5
CCCn1c(=O)c2ccccc2n2c(SCCOc3ccc(Cl)cc3)nnc12,1,8,48,-6,7,9,20,25
Cc1ccc2[nH]cc(CCNC(=O)c3ccc([N+](=O)[O-])cc3)c2c1,-1,-7,-4,-16,-10,13,9,8
Cc1ccc(N2C(=O)c3ccccc3C2=O)cc1Cl,4,19,-16,8,-11,12,8,1
O=C(CCc1nc2sc3c(c2c(=O)[nH]1)CCCC3)NCCc1ccc(F)cc1,0,13,10,8,-20,4,-11,4
O=C(CC1SC(=O)N(c2ccccc2)C1=O)Nc1cccc2ccccc12 (stereo unspecified),36,20,5,13,-4,3,-5,30
COC(=O)C1CSC(C(=O)OC)N1C(=O)CN1CCN(c2ccc(OC)cc2)CC1 (stereo unspecified),-2,0,-3,-4,-1,0,-8,-9
C/C(CC(=O)Nc1ccc(C)c(Cl)c1)=N\NC(=O)Cc1ccccc1,1,3,0,-4,2,-10,-4,8
CCOC(=O)N1CCN(C(=O)COC(=O)c2cc(Cl)c(O)c(Cl)c2)CC1,-10,-10,0,3,8,-9,-6,2
O=C(CN(c1ccc(F)cc1)S(=O)(=O)c1ccccc1)NCc1ccco1,0,-6,-3,-5,4,3,8,-5
COc1cccc(CN2CC(C(=O)NC3(c4ccccc4)CC3)CCC2=O)c1 (stereo unspecified),3,1,4,-1,23,-2,12,3
COc1ccc(-c2nnc(-c3cc(OC)c(OC)c(OC)c3)o2)cc1OC,10,14,6,0,27,-2,7,-2
Cc1noc(C)c1NC(=O)Nc1cccc2c1O[C@H](CN(C)C(=O)Nc1ccc3c(c1)OCO3)[C@@H](C)CN([C@H](C)CO)C2=O,3,-7,-2,-5,8,-4,5,-11
CCOC(=O)c1ccc(S(=O)(=O)n2c(=O)oc3ccccc32)cc1,12,-4,-6,-2,4,-16,9,11
O=C1CCCC2=C1C(c1ccc(Cl)cc1)N1C(=O)CCSC1=N2 (stereo unspecified),4,5,-18,0,-4,-4,-2,6
Cc1ccc2c(c1)c1ccc3c(c1n2C)C(=O)C=CC3=O,-25,40,-20,60*,-25,5,18,106*
Cc1ccc(C)c(Cn2c(=O)n(CCCC(=O)NCc3ccco3)c(=O)c3sccc32)c1,-13,17,5,-4,-69,-1,24,-12
O=C(O)c1cccc(OCCN2CCCC2=O)c1,3,1,17,-3,-4,-18,3,7
Cc1cc(Cl)ccc1Oc1ncnc2onc(C)c12,0,-8,-2,-6,21,-7,-13,-2

# In another format: results already given
# Every second line gives: UBC13 polyUb, APJ antag, Gli-Sufu block, CXCR6 inh, 697 NFkB inh, EBI2 antag, Jurkat NFkB inh, CCR6 antag
Cc1ccc2[nH]cc(CCNC(=O)c3ccc([N+](=O)[O-])cc3)c2c1
  -1, -7, -4, -16, -10, 13, 9, 8
Cc1ccc(N2C(=O)c3ccccc3C2=O)cc1Cl
  4, 19, -16, 8, -11, 12, 8, 1
O=C(CCc1nc2sc3c(c2c(=O)[nH]1)CCCC3)NCCc1ccc(F)cc1
  0, 13, 10, 8, -20, 4, -11, 4
O=C(CC1SC(=O)N(c2ccccc2)C1=O)Nc1cccc2ccccc12 (stereo unspecified)
  36, 20, 5, 13, -4, 3, -5, 30
COC(=O)C1CSC(C(=O)OC)N1C(=O)CN1CCN(c2ccc(OC)cc2)CC1 (stereo unspecified)
  -2, 0, -3, -4, -1, 0, -8, -9
C/C(CC(=O)Nc1ccc(C)c(Cl)c1)=N\NC(=O)Cc1ccccc1
  1, 3, 0, -4, 2, -10, -4, 8
CCOC(=O)N1CCN(C(=O)COC(=O)c2cc(Cl)c(O)c(Cl)c2)CC1
  -10, -10, 0, 3, 8, -9, -6, 2
O=C(CN(c1ccc(F)cc1)S(=O)(=O)c1ccccc1)NCc1ccco1
  0, -6, -3, -5, 4, 3, 8, -5
COc1cccc(CN2CC(C(=O)NC3(c4ccccc4)CC3)CCC2=O)c1 (stereo unspecified)
  3, 1, 4, -1, 23, -2, 12, 3
COc1ccc(-c2nnc(-c3cc(OC)c(OC)c(OC)c3)o2)cc1OC
  10, 14, 6, 0, 27, -2, 7, -2
Cc1noc(C)c1NC(=O)Nc1cccc2c1O[C@H](CN(C)C(=O)Nc1ccc3c(c1)OCO3)[C@@H](C)CN([C@H](C)CO)C2=O
  3, -7, -2, -5, 8, -4, 5, -11
CCOC(=O)c1ccc(S(=O)(=O)n2c(=O)oc3ccccc32)cc1
  12, -4, -6, -2, 4, -16, 9, 11
O=C1CCCC2=C1C(c1ccc(Cl)cc1)N1C(=O)CCSC1=N2 (stereo unspecified)
  4, 5, -18, 0, -4, -4, -2, 6
Cc1ccc2c(c1)c1ccc3c(c1n2C)C(=O)C=CC3=O
  -25, 40, -20, 60*, -25, 5, 18, 106*
Cc1ccc(C)c(Cn2c(=O)n(CCCC(=O)NCc3ccco3)c(=O)c3sccc32)c1
  -13, 17, 5, -4, -69, -1, 24, -12
O=C(O)c1cccc(OCCN2CCCC2=O)c1
  3, 1, 17, -3, -4, -18, 3, 7
Cc1cc(Cl)ccc1Oc1ncnc2onc(C)c12
  0, -8, -2, -6, 21, -7, -13, -2

# The list goes on:
SMILES,UBC13 polyUb,APJ antag,Gli-Sufu block,CXCR6 inh,697 NFkB inh,EBI2 antag,Jurkat NFkB inh,CCR6 antag
Cc1ccc(S(=O)(=O)N2CCC(=O)N(CCOCc3cccc(C(F)(F)F)c3)CC2)cc1,14,-1,8,-5,-1,9,13,10
CCN(CC(=O)Nc1c(F)cccc1F)C(=O)CC1CCCCC1,10,9,2,4,22,-11,-3,3
O=C(Nc1ccc(N2CCOCC2)cc1)c1cnsn1,4,11,30,-9,29,-11,47,-7
COc1ccc(S(=O)(=O)NCCSCc2ccco2)cc1Cl,-2,5,-9,-3,6,1,6,2
CCOc1ccc2nc(SCC(=O)Nc3ccc4c(c3)OCCO4)[nH]c2c1,4,7,2,0,0,3,-5,6
CCN(CC)C(=O)C1=C(C)Nc2nc3ccccc3n2C1c1cccc(OC)c1 (stereo unspecified),6,5,11,-7,0,2,7,-4
CCN(CC)c1ccc2cc(/C(N)=N/NC(=O)c3cccs3)c(=O)oc2c1,-496,20,x,x,-9,x,48,x
O=C(Nc1ccccn1)c1ccccc1,x,x,-35,0,x,-6,x,15
CN(CC(O)COc1ccc(OCC(O)CN(C)C2CCCCC2)cc1)C1CCCCC1 (stereo unspecified),1,0,4,7,4,-7,4,4
